Hsp90 block = displaces geldanamycin probe from tumor Hsp90; NCI-N417 lysate Hsp90, Cy3B-geldanamycin FP displacement; inhibition, % at 30 µM; P07900; hit rate 0.35% among 64,000;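 active means inhibition above 50%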;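 further: 0% = tracer plus lysate wells and 100% = tracer alone without lysate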
Active calls of the source: *. An excerpt; count on the stated rates, not on these rows.

SMILES | Hsp90 block
O=C1c2c(O)ccc(O)c2C(=O)c2c(NCCNCCO)ccc(NCCNCCO)c21 | 20
CCn1cc(C(=O)O)c(=O)c2cc(F)c(N3CCNC(C)C3)c(F)c21 (stereo not drawn) | 2
Cn1ccc2cc3c(cc21)CCN3C(=O)Nc1cccnc1 | -3
Nc1ncnc2c1c(-c1ccc(Oc3ccccc3)cc1)cn2C1CCCC1 | -1
CC(C)NNC(=O)c1ccncc1 | -3
Cc1scc2c1N(C(=O)CN1CCN(C)CC1)c1ccccc1NC2=O | 2

Given as labelled records: part of the list above
Nc1ncnc2c1c(-c1ccc(Oc3ccccc3)cc1)cn2C1CCCC1
  Hsp90 block: -1

CC(C)NNC(=O)c1ccncc1
  Hsp90 block: -3

A few values from the list.
Result of O=C1c2c(O)ccc(O)c2C(=O)c2c(NCCNCCO)ccc(NCCNCCO)c21 under Hsp90 block: 20
Result of CC(C)NNC(=O)c1ccncc1 under Hsp90 block: -3
Result of Cc1scc2c1N(C(=O)CN1CCN(C)CC1)c1ccccc1NC2=O under Hsp90 block: 2
